# AMA1-RON2 inh: inhibitors of Plasmodium falciparum AMA1-RON2 interaction. AlphaScreen AMA1-biotinylated RON2 peptide binding. Potency, µM (doses to about 58.2 µM), inactives show at the highest dose activity change, negative = inhibition, usual class: inhibitors. hit rate 0.2% among 360,000. AID 720542;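 note: potency is the fitted concentration of half-maximal effect; 0% = vehicle wells and -100% = peptide control; nearly all actives have a fitted effect of over 45% in size; some results filed as inactive show a strong effect at the top dose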
#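 AMA1 (3D7) with his tag at 25 nM final met compounds first, then biotinylated RON2 peptide at 25 nM; detection used donor plus acceptor beads, 10 µg/mL apiece, read by AlphaScreen after 30 min at room temperature.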
# TbPYK inhibitor: T. brucei pyruvate kinase inhibition; Q57TT1; Potency, µM (top dose mostly 76.8 µM), inactives show at the highest dose activity, negative = inhibition, most hits filed as inhibitors; hit rate 0.12% among 410,000; TbPYK enzyme, Kinase-Glo Plus ATP luminescence, 45 min; note: potency is the fitted concentration of half-maximal effect; % is set by controls: 0 for no effect and ±100 for the full control effect; nearly all actives have a fitted effect of over 50% in size
#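 Quantitative HTS: titrated library compounds versus trypanosomal pyruvate kinase in TEA buffer (pH 7.2) containing KCl, MgCl2, BSA and Tween-20. Reactions were initiated with ADP, 130 uM final. Kinase-Glo Plus luminescence was read after 45 min at RT.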
# Shiga toxin inh: blocks Shiga toxin action in Vero cells; AID 2315; inhibition, % at 38.7 µM; Vero cells, Shiga toxin protein synthesis inhibition reporter; hit rate 9.2% among 290,000; in the data active = inhibition mostly above about 28%, no sharp cut-off; inactive = mostly below about 43%; note: 0% is about no effect
# LmPK inh: LmPK (Leishmania mexicana) enzyme inhibition; purified LmPK, Kinase-Glo ATP luminescence, 1 h; Potency, µM (highest dose often 57.5 µM), without a hit: at the highest dose activity change, negative = inhibition, usual class: inhibitors; hit rate 0.37% among 290,000; note: potency is the fitted concentration of half-maximal effect; % is set by controls: 0 for no effect and ±100 for the full control effect
# Target sequence (Q27686 whole entry, looked up): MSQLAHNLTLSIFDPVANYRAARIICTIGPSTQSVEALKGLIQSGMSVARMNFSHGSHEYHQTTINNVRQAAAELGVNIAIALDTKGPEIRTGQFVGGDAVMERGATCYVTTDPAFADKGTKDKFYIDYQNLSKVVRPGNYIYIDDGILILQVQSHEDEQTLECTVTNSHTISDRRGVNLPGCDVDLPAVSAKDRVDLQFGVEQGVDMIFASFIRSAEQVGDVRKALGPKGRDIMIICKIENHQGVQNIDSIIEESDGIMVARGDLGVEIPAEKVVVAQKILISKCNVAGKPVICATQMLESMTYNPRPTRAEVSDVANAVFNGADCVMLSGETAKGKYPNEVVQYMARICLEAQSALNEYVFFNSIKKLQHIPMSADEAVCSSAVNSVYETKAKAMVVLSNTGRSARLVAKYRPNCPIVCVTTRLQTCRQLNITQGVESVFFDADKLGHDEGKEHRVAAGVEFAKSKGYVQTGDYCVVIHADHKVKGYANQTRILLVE
#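 0.1 nM LmPK, 0.5 mM PEP, 0.1 mM ADP; 50 mM imidazole pH 7.2, 7 mM MgCl2, 50 mM KCl; 1 h RT. Kinase-Glo luminescence readout, normalized to no-enzyme (full inhibition) and uninhibited wells.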
# Pf growth 48h: inhibits P. falciparum growth in the first generation, 48 h. P. falciparum luciferase growth in erythrocytes, 48 h. Potency, µM (doses to about 28.7 µM), inactives show at the highest dose activity change, negative = inhibition, hits mostly inhibitors. hit rate 5.9% among 310,000. AID 504832; note: potency is the fitted concentration of half-maximal effect; % is set by controls: 0 for no effect and ±100 for the full control effect
#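 Read-out is firefly luciferase luminescence from an integrated reporter in P. falciparum, so falling signal marks reduced parasite growth. Infected erythrocytes were at 2% hematocrit and 0.1% parasitemia (final) in Albumax-supplemented RPMI 1640.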
# CHX counter: counter-screen hit for Shiga toxin inhibitors, cycloheximide. max response, %. hit rate 12% among 300,000. AID 2314. cell reporter, cycloheximide protein synthesis inhibition counterscreen; in the data active = max response mostly above about 13%, no sharp cut-off; inactive = mostly below about 14%; note: read at 38.3 µM for the half of the compounds with a filed dose; 0% is about no effect
# Pf growth 96h: P. falciparum growth inhibition at 96 hours; P. falciparum luciferase reporter growth, 96 h; Potency, µM (highest dose often 28.7 µM), inactives show at the top dose activity change, negative = inhibition, hits mostly inhibitors; hit rate 6.9% among 320,000; AID 504834; note: potency is the fitted concentration of half-maximal effect; % is set by controls: 0 for no effect and ±100 for the full control effect
#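 Readout is luminescence from an integrated firefly luciferase in P. falciparum. Red cells, 2% hematocrit and 0.05% parasitemia final, were cultured with compound through two parasite generations (96 hours) at 37 C, 5% CO2.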
# * marks the source's active call; other numbers are inactive results; ? = inconclusive; . = not tested or not shown; & = joins results of further samples; [ ] = another dose, or the depositor's remark. Unless noted, calls come from the whole dose curve; as a rule, active = well fitted curve in the direction sought with a large enough effect; inconclusive = small, poorly fitted or top-dose-only effect, or another doubt; inactive = no such curve, though single readings can be large; an effect the other way counts as inactive or inconclusive.
# Each structure is followed by: Shiga toxin inh	Pf growth 96h	AMA1-RON2 inh	LmPK inh	CHX counter	Pf growth 48h	TbPYK inhibitor
- O=C(N/N=C/c1sc(=O)[nH]c1-[n+]1ccccc1)c1ccccc1[O-]
    20	-16%	12%	-5%	10	9%	-1%
- COc1ccc2cc(C(=O)N3CCN(C)CC3)[nH]c2c1
    86*	229%[activator]	0%	-3%	33*	167%[activator]	1%
- O=C(NCCN1CCN(Cc2ccccc2Cl)CC1)Nc1ccccc1
    -8	53%[activator]	1%	4%	-2	23%	-13%
- COc1ccc(-n2nnc3c(SCC(=O)NCc4ccco4)ncnc32)cc1
    20	-24%	13%	1%	19*	2%	-8%
- Cc1nc2ccccc2c(=O)n1CC(=O)N1CCOCC1
    -2	?	2%	-3%	-2	7%	0%
- C=CCc1cc(/C=N\NC(=O)CSc2nnc(CCCc3ccc(OC)c(C)c3)o2)cc(OC)c1O
    -21	2.9µM*	1%	-2%	-1	3.7µM*	-10%
- Cn1cc(Cl)c(-c2n[nH]c(=S)n2-c2ccc(F)cc2)n1
    -4	-14%	11%	-18%	-6	-12%	?
- O=C(CCl)N(c1ccc(Cl)cc1)c1c[nH]c2ccccc12
    -14	.	7%	1%	12	2.3µM*	3%
- COc1cc(OC)cc(C(=O)NCC(=O)OCC(=O)c2ccc3c(c2)-c2ccccc2C3)c1
    8	40%[activator]	-6%	-1%	6	4%	-13%
- CCOc1ccc(N(CC(=O)NCC2CCCO2)S(=O)(=O)c2ccc(OC)c(OC)c2)cc1 (centres undefined)
    2	?	4%	1%	-4	?	2%
- Cc1ccc(C)c(S(=O)(=O)Nc2ccc(S(=O)(=O)Nc3ncccn3)cc2)c1
    .	-7%	-8%	.	.	7%	9%
- FC(F)(F)c1cnc(Sc2nnc(-c3cccs3)n2CC2CCCO2)c(Cl)c1 (centres undefined)
    18	.	-14%	7%	6	7.4µM*	2%
- CCn1c(CNC(=O)c2ccco2)nnc1SCC(=O)c1ccc(F)cc1
    11	?	13%	-1%	-3	43%[activator]	5%
- O=C(Cn1ccnc1[N+](=O)[O-])NCc1ccccc1
    .	45%&-13%[activator]	0%	.	.	1%&-7%	-7%&0%
- O=S(=O)(Cc1ccccc1)N1CCN(Cc2ccc(F)cc2Cl)CC1
    -18	-13%	-7%	-4%	-2	13%	5%
- N#CC1=C(N)NC(=S)C(C(N)=O)C1c1ccc(Cl)cc1Cl (centres undefined)
    -4	15%	4%	0%	-7	38%[activator]	?
- COc1cccc(N(C(=O)Cn2nnc(-c3ccc(C)o3)n2)C(C(=O)NC(C)(C)C)c2cccs2)c1 (centres undefined)
    -6	-19%	19%	6%	-2	13µM*	0%
- Cc1cccc(N2CCN(S(=O)(=O)c3ccc4c(c3)C(C)(C)C(=O)N4C)CC2C)c1 (centres undefined)
    27	-1%	-14%	7%	-1	?	0%
- CCC(=O)N1CCN(c2cc(C)ccc2C)CC1
    -10	10%	-17%	0%	4	4%	-7%
- Cc1ccc(S(=O)(=O)N(C)C)cc1NC(=O)CCNC(=O)c1ccco1
    7	0%	-4%	2%	2	1%	4%
- CC(=O)NC(N(C#N)c1nc(Cl)nc(N(C)C)n1)C(Cl)(Cl)Cl (centres undefined)
    4	46%[activator]	-1%	-5%	0	13%	0%
- COC(=O)C1=C(c2cccc(OCc3ccccc3)c2)C[C@@H]2CC[C@H]1N2C(=O)NCc1ccccc1OC
    .	?	10%	.	.	7.4µM*	0%
- O=C(NCCCn1ccnc1)c1sc2cccc(F)c2c1Cl
    -22	.	-3%	3%	4	-21%	-20%
- Cc1c(NC(=O)c2ccc(Cl)s2)c(=O)n(-c2ccccc2)n1C
    -3	?	2%	-5%	-2	10%	1%
- O=C1CCCN1Cc1ncnn1-c1ccccc1
    -3	12%	12%	5%	-2	?	-1%
- CN(Cc1ccc(OC(F)F)cc1)C(=O)c1ccc(S(=O)(=O)N(C)c2ccccc2)cc1
    .	?	-2%	.	.	?	3%
- O=c1c2nccnc2[nH]c(=S)n1Cc1ccccc1Cl
    -12	?	12%	-9%	-6	?	-7%
- Cn1c(-c2ccccc2)cnc1SCc1nc2ccccc2c(=O)[nH]1
    114*	2.3µM*	11%	-2%	27*	198%[activator]	3%
- CCN(CC(=O)Nc1c(F)cccc1F)C(=O)c1cc([N+](=O)[O-])ccc1N1CCOCC1
    .	8%	12%	.	.	15%	-4%
- Cc1nc2cc(C(F)(F)F)ccc2n1C
    -3	20%	-14%	5%	10	18%	-2%

# The closing 3 compounds of the section above open the next one.
# Each structure is followed by: Shiga toxin inh	Pf growth 96h	AMA1-RON2 inh	LmPK inh	CHX counter	Pf growth 48h	TbPYK inhibitor
- Cn1c(-c2ccccc2)cnc1SCc1nc2ccccc2c(=O)[nH]1
    114*	2.3µM*	11%	-2%	27*	198%[activator]	3%
- CCN(CC(=O)Nc1c(F)cccc1F)C(=O)c1cc([N+](=O)[O-])ccc1N1CCOCC1
    .	8%	12%	.	.	15%	-4%
- Cc1nc2cc(C(F)(F)F)ccc2n1C
    -3	20%	-14%	5%	10	18%	-2%
- Cc1c(Cl)cccc1S(=O)(=O)Nc1ccnn1C
    -3	0%	-11%	-4%	-4	52%[activator]	-1%
- CCC(C)N(C(=O)COc1ccc(Br)cc1C=O)C1CCS(=O)(=O)C1 (centres undefined)
    .	7%	2%	.	.	-15%	-7%
- CCOP(=O)(OCC)C(NC(=O)Nc1ccc(C)cc1)C(N)=O (centres undefined)
    -7	3%	-14%	1%	-2	1%	2%
- COc1ccc(NC(=O)C2CC(=O)N(c3cc(C)ccc3C)C2)cc1 (centres undefined)
    11	?	-4%	-1%	-4	7%	-1%
- CCOC(=O)c1c(NC(=O)CSc2nnc3c(Cl)cc(Cl)cn23)sc2c1CCC2
    -2	-30%	-7%	3%	-2	2%	-2%
- S=C(Nc1ccc(Br)cc1)Nc1ccc2c(c1)OCCO2
    103*	-69%	29%	3%	58*	95%[activator]	5%
- CCCCN(C)CCNC(=O)C(NC(=O)C1CCC(C)CC1)C(C)C (centres undefined)
    9	19%	11%	-3%	-4	-7%	-9%
- OCCNCC(O)Cn1c2ccccc2c2ccccc21 (centres undefined)
    14	?	0%	1%	4	34%[activator]	3%
- O=c1c2ccccc2ncn1-c1ccc(Br)cc1[N+](=O)[O-]
    -13	20%	-8%	2%	-2	?	1%
- O=C(Nc1ccccc1F)Oc1cccc(OC(=O)Nc2ccccc2F)c1
    101*	145%[activator]	-1%	?	45*	127%[activator]	-9%
- CC1=C(C)CC(C(=O)NNC(=O)c2csc3c2CCC(C(C)(C)C)C3)C(C(=O)O)C1 (centres undefined)
    -4	?	25%	-2%	-1	-9%	6%
- CCCNC(=O)c1ccc2c(c1)nc(C)n2-c1cccc(C)c1
    25	-16%	5%	10%	-1	?	0%&-12%
- Cc1oc(-c2ccc(Cl)cc2)nc1CS(=O)CC(=O)NCc1ccccn1 (centres undefined)
    -10	?	84%[activator]	-2%	-3	-22%	-2%
- Cc1ccc(S(=O)(=O)N(CCCO)CC(O)CON=C2c3ccccc3-c3ccccc32)cc1 (centres undefined)
    -11	9.3µM*	0%	1%	-1	?	-4%
- O=C(Cc1ccccc1)Oc1ccc([N+](=O)[O-])cc1
    -9	?	13%	-1%	2	-19%	-3%
- O=C(c1cc(Cl)ccc1Cl)N1CCOCC1
    -15	13µM*	-4%	-2%	-3	25%	4%
- CCCCCCCCOC(=O)C(NC(=O)CCC(=O)Nc1ccc(S(N)(=O)=O)cc1)C(O)c1ccccc1 (centres undefined)
    -2	.	6%	1%	1	-15%	3%
- O=C(Cc1ccc(-c2ccccc2)cc1)Nc1ncccc1O
    80*	69%[activator]	52%[activator]	3%	37*	75%[activator]	-1%
- Cc1ccc(N=C2NC(=O)/C(=C\c3ccco3)S2)cc1
    46*	?	-4%	3%	28*	?	-17%
- CC(=O)CCn1cnc([N+](=O)[O-])n1
    10	-24%	26%	-8%	1	-2%	-11%
- CCN(Cc1ccccc1)C(=O)CN1C(=O)COc2ccc(S(=O)(=O)NC3CCCC3)cc21
    2	-5%	-1%	0%	15	?	-6%&-6%
- Oc1c(Br)cc(Br)cc1/C=N/n1c(-c2ccccc2)n[nH]c1=S
    .	281%[activator]	81%[activator]	-5%	-3	29%	-28%
- Cc1nc2c(sc(=S)n2Cc2ccco2)c(=O)n1CC(=O)Nc1ccc(F)cc1
    -8	9%	-11%	2%	-6	?	-1%
- CCOC(=O)N1CCN(C(=S)Nc2ccc(C)cc2C)CC1
    7	0%	9%	-1%	-6	65%[activator]	-6%
- Cc1c(CCCN)c2ccccc2n1Cc1ccccc1
    -3	?	-14%	-1%	0	?	1%
- C/C(=N\NC(=O)COc1ccccc1[N+](=O)[O-])c1cccs1
    66*	30%	-1%	0%	43*	75%[activator]	0%
- O=C(N/N=C/c1cc(Cl)cc([N+](=O)[O-])c1O)c1ccccc1NS(=O)(=O)c1cccs1
    -7	86%[activator]	?	-14%	-3	62%[activator]	0%
- O=C(CSc1nc2ncc(Br)cc2[nH]1)c1cccc([N+](=O)[O-])c1
    7	-64%	9%	1%	0	-19%	9%
- Cc1n[nH]c(=S)n1-c1ccc(Cl)cc1
    19	5.9µM*	33%[activator]	?	-2	10%	?
- Cc1ccc([N+](=O)[O-])c(OCCN2C(=O)NC(C)(C)C2=O)c1
    25	26%	19%	3%	35	42%[1.15 µM]	4%

# Each structure is followed by: Shiga toxin inh	Pf growth 96h	AMA1-RON2 inh	LmPK inh	CHX counter	Pf growth 48h	TbPYK inhibitor
- CCC(=NCCc1c(C)[nH]c2ccccc12)C1=C(O)CC(c2ccccc2)CC1=O (centres undefined)
    9	?	-13%	4%	7	?	-3%
- CC(C)(C)OC(=O)[C@H](Cc1ccccc1)NC(=O)c1nc[nH]c1C(=O)N1CCN(C(=O)OC(C)(C)C)CC1
    -9	9.3µM*	72%[activator]	0%	-4	?	-2%
- COc1ccc(/C=N/OCC(=O)N2CCCC2)c(OC)c1
    30	41%[activator]	-11%	1%	17*	0%	2%
- Cc1cccc2cc(CN(Cc3ccccc3)C(=O)c3cccc(F)c3)c(Cl)nc12
    -5	?	-4%	3%	-8	-10%	-4%
- CCCCNC(=O)/C=C/c1ccc(S(=O)(=O)Nc2ccc(OC)cc2)cc1
    3	?	0%	2%	-3	-5%	-5%
- CCC(C)C(=O)Nc1cc([N+](=O)[O-])ccc1Cl (centres undefined)
    -3	26%	-22%	0%	-3	29%	-13%
- O=C(CNC(=O)c1cccs1)N=Nc1c(O)[nH]c2ccc(Br)cc12
    -6	17%	?	4%	1	30%[activator]	-1%
- O=C(Nc1cc(C(F)(F)F)ccc1F)C1CCC1
    -17	20%	-3%	2%	-1	13%	1%
- CCN(CC)S(=O)(=O)c1ccc(NC=C(C#N)C#N)cc1
    -9	4%	-14%	4%	1	22%	4%
- O=C(CNC(c1ccccc1)c1ccccc1)Nc1ccccc1Br
    -5	?	7%	-1%	4	?	-11%
- CCOC(=O)Cn1c(CN(Cc2ccccc2)Cc2ccccc2)nc2c1c(=O)n(C)c(=O)n2C
    -7	?	0%	5%	-4	5.9µM*	1%
